Screening results as filed in PubChem.
UCHL1 inh = human UCHL1 deubiquitinase inhibition | P09936 | purified UCHL1, Ub-rhodamine cleavage fluorescence | inhibition, % at 20 µM | 47,000 tested, 0.2% active | AID 1645859
USP7 block = human USP7 deubiquitinase inhibition. AID 1645854. purified USP7, Ub-rhodamine cleavage fluorescence. 47,000 tested, 0.3% active. inhibition, % at 20 µM. Q93009
Target sequence (Q93009 whole entry, looked up): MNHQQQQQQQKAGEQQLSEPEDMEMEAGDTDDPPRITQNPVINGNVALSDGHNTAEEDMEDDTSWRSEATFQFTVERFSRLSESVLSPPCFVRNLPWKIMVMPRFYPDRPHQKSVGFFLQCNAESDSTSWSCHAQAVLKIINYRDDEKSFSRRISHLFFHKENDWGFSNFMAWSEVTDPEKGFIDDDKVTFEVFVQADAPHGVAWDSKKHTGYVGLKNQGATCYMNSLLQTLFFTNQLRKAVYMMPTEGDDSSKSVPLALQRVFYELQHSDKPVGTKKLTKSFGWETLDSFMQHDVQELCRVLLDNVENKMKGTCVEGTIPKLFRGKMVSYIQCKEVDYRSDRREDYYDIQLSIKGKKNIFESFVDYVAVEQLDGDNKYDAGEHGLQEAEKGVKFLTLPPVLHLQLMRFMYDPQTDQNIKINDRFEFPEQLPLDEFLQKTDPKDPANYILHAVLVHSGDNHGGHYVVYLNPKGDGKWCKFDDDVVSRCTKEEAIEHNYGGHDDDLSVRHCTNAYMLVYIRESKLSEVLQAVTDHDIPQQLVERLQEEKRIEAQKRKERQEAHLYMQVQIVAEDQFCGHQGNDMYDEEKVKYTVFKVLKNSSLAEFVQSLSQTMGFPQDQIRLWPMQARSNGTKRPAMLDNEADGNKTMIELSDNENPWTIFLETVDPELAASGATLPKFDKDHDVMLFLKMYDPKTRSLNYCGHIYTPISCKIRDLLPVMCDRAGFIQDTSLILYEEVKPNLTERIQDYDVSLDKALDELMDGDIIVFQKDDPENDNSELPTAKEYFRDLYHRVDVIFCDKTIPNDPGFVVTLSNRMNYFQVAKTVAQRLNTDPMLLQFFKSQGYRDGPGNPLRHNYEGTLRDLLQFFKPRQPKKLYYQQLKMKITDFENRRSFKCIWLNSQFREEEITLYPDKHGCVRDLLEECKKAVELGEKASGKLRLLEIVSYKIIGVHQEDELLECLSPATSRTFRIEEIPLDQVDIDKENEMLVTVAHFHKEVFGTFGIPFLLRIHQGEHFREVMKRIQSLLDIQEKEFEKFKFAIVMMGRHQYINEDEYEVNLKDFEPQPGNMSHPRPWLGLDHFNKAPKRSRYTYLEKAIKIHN
OTUD3 inh = blocks human OTUD3 ubiquitin-rhodamine cleavage | 47,000 tested, 0.7% active | Q5T2D3 | purified OTUD3, Ub-rhodamine fluorescence, 2 h | inhibition, % at 25 µM
USP30 inh = human USP30 deubiquitinase inhibition | AID 1645860 | purified USP30, Ub-rhodamine cleavage fluorescence | 47,000 tested, 5.3% active | Q70CQ3 | inhibition, % at 25 µM
USP28 inh = inhibitors of human USP28 deubiquitinase; 47,000 tested, 3% active; purified USP28, Ub-rhodamine cleavage fluorescence, 30 min; Q96RU2; AID 1645857; inhibition, % at 25 µM
USP8 inh = blocks human USP8 ubiquitin-rhodamine cleavage. purified USP8, Ub-rhodamine cleavage fluorescence, 30 min. inhibition, % at 20 µM. 47,000 tested, 4.2% active
USP17 block = inhibitors of human USP17 deubiquitinase | A8MUK1 | purified USP17, Ub-rhodamine cleavage fluorescence, 3 h | inhibition, % at 50 µM | 47,000 tested, 6.5% active | AID 1645855
USP10 block = human USP10 deubiquitinase inhibition; Q14694; purified USP10, Ub-rhodamine fluorescence, 60 min; inhibition, % at 20 µM; 47,000 tested, 1.1% active
Active calls of the source: *; i = inactive; . = not tested or not shown. Rule as the data show it: active = inhibition above about 30%; inactive = the rest.

SMILES	UCHL1 inh	USP7 block	OTUD3 inh	USP30 inh	USP28 inh	USP8 inh	USP17 block	USP10 block
Cc1cc(C)c(NC(=O)C2CC(=O)N(Cc3ccccc3)C2)c(C)c1 (stereo unspecified)	-2	-4	-7	-22	-7	1	-6	-1
Cc1ncc(-c2cncc(CC3CCCN(c4ncccn4)C3)n2)n1C (stereo unspecified)	3	1	5	16	3	3	0	0
Cc1nn(C)c(C)c1C1CCCN1C(=O)CN1C(=O)NC(C)(C)C1=O (stereo unspecified)	3	9	9	17	7	29	.	2
COCc1nn(C)c2c1CN(C(=O)c1ccc3ccccc3n1)CC2	-3	-1	-3	-9	-4	0	-4	-4
CCC(=O)Nc1nc2cc(NC(=O)c3ccc(OC)cc3)ccc2s1	6	9	17	16	24	48*	31*	8
Cc1ccccc1Cn1cc(S(=O)(=O)N2CCCCCC2)ccc1=O	2	-11	15	37*	10	14	21	2
O=C(NCCc1ccccc1F)c1ccc(N2C(=O)CCS2(=O)=O)cc1	0	1	7	13	12	12	10	6
CCc1cccc(NC(=O)Cn2c(-c3cnccn3)nc(C)c(C)c2=O)c1	0	0	-11	6	-12	-8	-11	-6
Cc1ncsc1C(=O)N1CCC(c2cc(=O)n3[nH]ccc3n2)CC1	-2	-4	-5	-14	-11	3	-7	0
COc1ccc(-c2nc(SCC(=O)Nc3ccc(Cl)cc3F)n[nH]2)cc1	-1	-6	-4	33*	-1	-32	59*	6
O=C(CSc1nnc(-c2ccncc2)o1)N1CCCc2ccccc21	0	3	5	32*	6	1	1	-1
O=C(CCn1c(=O)c2ccccc2n(Cc2ccc(F)cc2Cl)c1=O)NCc1ccco1	4	-8	19	15	6	48*	38*	40*
COc1cccc(N2CCN(c3ccc4nnc(CCC(=O)NCCC5=CCCCC5)n4n3)CC2)c1	7	-1	2	8	2	69*	.	-7
O=[N+]([O-])c1cc(S(=O)(=O)NCCc2ccccn2)ccc1Cl	-1	3	15	-2	0	0	-31	1
CCC(C(=O)NCc1ccncc1)N(c1cccc(Cl)c1)S(C)(=O)=O (stereo unspecified)	3	-13	32*	22	9	-6	-1	3
Cc1ccc(-c2noc(-c3ccc(C#N)cc3)n2)s1	-2	0	-2	0	-3	2	10	5
Cc1ccccc1NC(=O)CN1C(=O)CC(C)(C)S(=O)(=O)c2ccccc21	-3	-4	-3	-5	-4	-21	-9	-3
CCOc1cccc(CN2Cc3cc(Cl)cc(OC)c3OCC2=O)c1	3	-1	10	6	9	2	15	1
Cc1ccc(-c2nc3c(c(SCC(N)=O)n2)COC(C)(C)C3)cc1	1	0	9	27	4	5	28	0
O=C(Nc1nnc2n1CCCS2)c1cc2ccccc2o1	0	9	5	14	51*	-185	-21	0
CC(C)Cn1c(=O)c2sccc2n2c(CCC(=O)NC3CC3)nnc12	-1	2	1	4	4	16	15	0
COCCCNC(=O)c1c(N2CCCC2=O)c2cc(C)ccc2n1C	-1	1	9	12	5	1	7	1
CC(=O)N1CCC2(C1)c1ccccc1S(=O)(=O)N2CC1CC1 (stereo unspecified)	-5	-2	-4	-1	-11	0	-3	0
Cc1ccc2nc(Cn3cc(C(F)(F)F)ccc3=O)cc(=O)n2c1	1	0	19	22	14	0	11	1

An excerpt of these results, with the structure last:
UCHL1 inh	USP7 block	OTUD3 inh	USP30 inh	USP28 inh	USP8 inh	USP17 block	USP10 block	structure
3	-1	10	6	9	2	15	1	CCOc1cccc(CN2Cc3cc(Cl)cc(OC)c3OCC2=O)c1
1	0	9	27	4	5	28	0	Cc1ccc(-c2nc3c(c(SCC(N)=O)n2)COC(C)(C)C3)cc1
0	9	5	14	51*	-185	-21	0	O=C(Nc1nnc2n1CCCS2)c1cc2ccccc2o1
-1	2	1	4	4	16	15	0	CC(C)Cn1c(=O)c2sccc2n2c(CCC(=O)NC3CC3)nnc12
-1	1	9	12	5	1	7	1	COCCCNC(=O)c1c(N2CCCC2=O)c2cc(C)ccc2n1C
-5	-2	-4	-1	-11	0	-3	0	CC(=O)N1CCC2(C1)c1ccccc1S(=O)(=O)N2CC1CC1 (stereo unspecified)

Returning to the listing, repeating the seven entries before the break.
SMILES	UCHL1 inh	USP7 block	OTUD3 inh	USP30 inh	USP28 inh	USP8 inh	USP17 block	USP10 block
CCOc1cccc(CN2Cc3cc(Cl)cc(OC)c3OCC2=O)c1	3	-1	10	6	9	2	15	1
Cc1ccc(-c2nc3c(c(SCC(N)=O)n2)COC(C)(C)C3)cc1	1	0	9	27	4	5	28	0
O=C(Nc1nnc2n1CCCS2)c1cc2ccccc2o1	0	9	5	14	51*	-185	-21	0
CC(C)Cn1c(=O)c2sccc2n2c(CCC(=O)NC3CC3)nnc12	-1	2	1	4	4	16	15	0
COCCCNC(=O)c1c(N2CCCC2=O)c2cc(C)ccc2n1C	-1	1	9	12	5	1	7	1
CC(=O)N1CCC2(C1)c1ccccc1S(=O)(=O)N2CC1CC1 (stereo unspecified)	-5	-2	-4	-1	-11	0	-3	0
Cc1ccc2nc(Cn3cc(C(F)(F)F)ccc3=O)cc(=O)n2c1	1	0	19	22	14	0	11	1
COc1cccc(NS(=O)(=O)c2cc(C(=O)N3CCCCC3)ccc2NCc2ccccc2OC)c1	-2	-1	-16	-31	-10	-8	-15	3
COc1ccc(-c2nc3c(c(=O)[nH]2)CCN(C(=O)Cc2c[nH]c4ccccc24)C3)cc1	-4	-3	-9	-58	-15	-7	-5	-11
CN1C(=O)CO[C@H](c2ccc(NC(=O)c3ccc(C#N)cc3)cc2)[C@H]1CO	0	3	-6	-401	-6	0	-8	0
CCn1nc(C)c2c(-c3ccccc3)cc(=O)n(C(C)C(=O)Nc3ccc(OC)cc3)c21 (stereo unspecified)	2	1	-4	0	-10	4	5	6
Cc1ncsc1CN1CCCC(C)(c2nc(C)c3c(n2)NC(=O)C3)C1 (stereo unspecified)	-9	-5	-15	-84	-27	5	-21	-9
O=C(c1ccc(Cl)cc1)N(Cc1ccccn1)c1nc2ccc(F)cc2s1	8	8	10	24	9	13	11	5
CCn1c(SCC(=O)Nc2ccccc2F)nnc1C1CC1	-3	-1	-2	-7	0	0	-6	-3
CCOc1ccc(NC(=O)Cn2c(=O)n(CCCCCC(=O)NCc3ccc(F)cc3)c(=O)c3sccc32)cc1	6	29	32*	49*	21	69*	43*	51*
COc1ccccc1CNC(=O)C1CN(S(C)(=O)=O)c2cc(Cl)ccc2O1 (stereo unspecified)	6	6	13	26	12	20	2	-1
COc1ccc(CCNC(=O)CCc2nc3cccnc3n2Cc2ccccc2)cc1OC	-1	-11	0	-3	-3	-7	3	0
O=C(CN1CC[C@@]2(O)CCCC[C@H]2C1c1ccc2c(c1)OCO2)Nc1ccccc1 (stereo partly specified)	0	-8	-4	-23	-7	-19	-11	-3
O=C(Cc1ccccc1)Nc1cc(=O)[nH]c2nc(COc3ccccc3)nn12	-4	-1	-12	-21	-31	0	0	-3
O=C(Cn1cccc1-c1nnc(-c2ccccc2)o1)Nc1ccccc1	-1	1	4	.	.	-17	22	-2
COc1ccc(OCCN2CCN(C(=O)c3cn(-c4ccccc4)nc3-c3cccnc3)CC2)cc1	1	2	-2	0	0	-5	-4	-4
O=C(NCc1ccncc1)C1CN(Cc2cccnc2)CC12CCOCC2 (stereo unspecified)	1	5	11	12	3	0	9	-2
Cc1cccc(C)c1NS(=O)(=O)c1ccc2c(c1)N(C)CCO2	-3	0	-7	-18	-2	-9	-7	6
CNC(=O)N1CC[C@@H]2Oc3ccccc3S(=O)(=O)N(Cc3cccnc3)[C@H]2CC1	-1	-6	-4	-7	-18	-44	-1	1
O=C(CN1CC2(CCOCC2)Oc2ccccc2C1=O)N1CCCC(O)C1 (stereo unspecified)	-4	0	0	0	-12	6	-6	6
O=C(C1CCC1)N1C[C@@H]2c3nc(Nc4ccccc4)ncc3CS(=O)(=O)[C@@H]2C1	-2	-6	-6	-3	-3	-28	-18	-2
CS(=O)(=O)c1ccc(N2CCCN(C(=O)c3ccccc3)CC2)cc1	0	6	14	23	15	25	17	1
Cc1cccc(NC(=O)c2ccc3c(c2)N(S(C)(=O)=O)CC3)c1	2	-2	5	7	6	16	2	0
CCn1cc(CN2CCc3nc4cc(-c5ccoc5C)[nH]n4c(=O)c3C2)cn1	-7	-7	-36	-153	-50	-228	-70	-7
Cc1nc(NCCCN2CCOCC2)cc(-c2cncc(-c3cc4ccccc4s3)c2)n1	0	5	0	-8	-4	-46	-7	-1
Cn1cccc1C(=O)N[C@H]1CN(Cc2ccoc2)[C@@H]2CCCO[C@H]12	0	4	2	14	5	-102	-15	0
O=C(N[C@@H]1CC[C@@H](Oc2cccnc2)[C@H](O)[C@H]1N1CCCCC1)c1ccccc1	-94	-87	-196	i	-228	-172	-156	-7
COc1cc(OC)c(OC)cc1/C=C1\Oc2cc(OCC(=O)NCC(=O)O)ccc2C1=O	-20	.	-128	i	-115	-23	-67	-6
CC(C)NC(=O)CN1C(=O)C(C)(C)Oc2ccc(C(=O)c3ccco3)cc21	1	0	-5	8	2	4	2	1
c1ccc(CNc2ccc(-c3ccccc3)nn2)cc1	4	8	16	45*	37*	57*	28	10
Cc1ccc(OCc2c(F)cccc2Cl)c([N+](=O)[O-])n1	2	-58	9	24	21	-36	4	2

Part of the list above, reformatted.
Second line of a record: UCHL1 inh, USP7 block, OTUD3 inh, USP30 inh, USP28 inh, USP8 inh, USP17 block, USP10 block
c1ccc(CNc2ccc(-c3ccccc3)nn2)cc1
    4, 8, 16, 45*, 37*, 57*, 28, 10
Cc1ccc(OCc2c(F)cccc2Cl)c([N+](=O)[O-])n1
    2, -58, 9, 24, 21, -36, 4, 2
